# Compound activity from PubChem.
# ERG Ets-DNA blk: ERG Ets/DNA interaction inhibition | Potency, µM (series often up to 76.9 µM), for inactives: at the top dose FP activity, negative = inhibition, most hits filed as inhibitors | P11308 | fluorescence polarization, His-ERG Ets domain / labelled DNA | actives 0.028% (n = 370,000) | AID 624246; active means well fitted inhibition curve with a large enough effect in the polarisation, with a control signal flat; inconclusive means small, poorly fitted or top-dose-only effect, or effect the other way, or a change in a side signal; inactive means no such curve, though single readings can be large or run the other way; the % refers to the polarisation;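 further: polarization taken with two DNA probes labelled with fluorescein and Texas red; potency means the concentration at half of the fitted maximal effect; % of control where 0% means no effect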
#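 His-tagged ERG Ets domain (1 uM in the protein solution; 300mM KCl, 50mM Tris-HCl, 1mM EDTA, 1mM DTT, pH 7.5) received compound, then a probe mix of 5 nM fluorescein-DNA and 100nM Texas-615-DNA. Fluorescence polarization was read for both dyes.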
# GLS inhibitor: blocks human kidney-isoform glutaminase activity. O94925. GLS enzymatic activity, qHTS titration. Potency, µM (highest dose often 45.5 µM), for inactives: at the top dose activity change, negative = inhibition, most hits filed as inhibitors. actives 0.21% (n = 410,000). AID 624170; further: potency means the concentration at half of the fitted maximal effect; on the % scale 0 is the no-effect control and ±100 the full control effect
#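 Assay buffer: 45 mM KH2PO4 pH 8.2, 0.02% Tween-20. hKGA acts on L-glutamine (1 mM solution added); product glutamate is reported by an oxidase/peroxidase Amplex Red coupling, with fluorescence taken at baseline and 30 min.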
# 12-LOX inh: ALOX12 (human) lipoxygenase inhibition; P18054; purified 12hLO, xylenol orange hydroperoxide absorbance; Potency, µM (highest dose often 108 µM), without a hit: top-dose activity change, negative = inhibition, actives largely listed as inhibitors; actives 1.1% (n = 580,000); AID 1671190; further: potency means the concentration at half of the fitted maximal effect; on the % scale 0 is the no-effect control and ±100 the full control effect
#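 Purified human 12hLO at 150 nM in 25 mM Hepes, 0.01% Triton X-100, pH 7.0, preincubated 15 min at room temperature with compound. Reaction started with 40 uM arachidonic acid, 30 min at room temperature. Hydroperoxide measured by Fe-xylenol orange, 573/405 nm absorbance ratio.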
# BAZ2B inh: blocks human BAZ2B | Q9UIF8 | AlphaScreen BAZ2B-H3K14Ac peptide displacement | Potency, µM (doses to about 114 µM), inactives show at the top dose activity change, negative = inhibition, actives largely listed as inhibitors | actives 4.4% (n = 360,000) | AID 504333; further: potency means the concentration at half of the fitted maximal effect; on the % scale 0 is the no-effect control and ±100 the full control effect; nearly all actives have a fitted effect of over 60% in size
#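 BAZ2B (50 nM) with biotin-H3(5-23)K14Ac peptide (50 nM) in PBS pH 7.4, 0.01% Tween-20, preformed 30 min, then compound 30 min at room temperature; top concentration 110uM. AlphaScreen streptavidin donor/nickel chelate acceptor beads (10 ug/mL final), 20 min dark, signal read.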
# RGS4 inh: inhibitors of human regulator of G protein signaling 4; P49798; Transcreener GDP fluorescence polarization, RGS4-accelerated GTP hydrolysis; Potency, µM (highest dose often 114 µM), for inactives: top-dose activity change, negative = inhibition, actives largely listed as inhibitors; actives 0.039% (n = 390,000); AID 504845; further: potency means the concentration at half of the fitted maximal effect; on the % scale 0 is the no-effect control and ±100 the full control effect; nearly all actives have a fitted effect of over 75% in size; some results filed as inactive show a strong effect at the top dose
# Target sequence (P49798 whole entry, looked up): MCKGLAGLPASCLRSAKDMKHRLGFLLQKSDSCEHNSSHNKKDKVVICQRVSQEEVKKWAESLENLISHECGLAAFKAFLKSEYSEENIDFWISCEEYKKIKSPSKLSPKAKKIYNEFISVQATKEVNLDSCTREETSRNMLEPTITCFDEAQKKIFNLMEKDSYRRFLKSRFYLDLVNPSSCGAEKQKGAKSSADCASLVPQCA
#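 MLSMR compounds (23 nl, pin-transferred) preincubated 10 min at room temperature with a 500nM (2x) first reagent, then RGS4 at 900nM (2x) plus Transcreener GDP mix added; fluorescence polarization (620/688 nm) read before and after 90 min at 30 °C.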
# PI4K2A block: PI4K2A (human) kinase inhibition; purified PI4K2A, ADP-Glo luminescence, 1 h; stronger effect = lower value; actives 0.13% (n = 420,000); activity change, negative = inhibition, % at 76.9 µM; in the data active means activity change below about -50%; inconclusive means mostly about -30% to -49%;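 further: -100% = wells without enzyme as full effect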
# Target sequence (Q9BTU6 whole entry, looked up): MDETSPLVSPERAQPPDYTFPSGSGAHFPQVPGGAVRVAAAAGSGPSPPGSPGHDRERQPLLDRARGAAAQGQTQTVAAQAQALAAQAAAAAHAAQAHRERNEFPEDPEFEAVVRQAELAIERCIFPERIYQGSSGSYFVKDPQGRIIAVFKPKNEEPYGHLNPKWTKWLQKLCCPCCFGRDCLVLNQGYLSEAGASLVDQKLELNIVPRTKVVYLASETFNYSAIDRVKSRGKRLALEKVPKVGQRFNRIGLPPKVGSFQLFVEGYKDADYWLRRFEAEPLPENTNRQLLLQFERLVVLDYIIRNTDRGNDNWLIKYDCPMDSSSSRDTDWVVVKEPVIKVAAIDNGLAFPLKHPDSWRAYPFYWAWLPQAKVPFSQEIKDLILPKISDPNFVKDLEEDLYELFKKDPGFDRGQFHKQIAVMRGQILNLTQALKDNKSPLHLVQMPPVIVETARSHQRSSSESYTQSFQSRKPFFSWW
#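 In this quantitative HTS, ADP production by PI4K2A was quantified luminescently after 1 h at ambient temperature; 100 microM adenosine served as plate-quality control.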
# HP1b chromo inh: blocks HP1-beta chromodomain binding to methylated histone tails | AlphaScreen HP1-beta / biotin-H3K9me3 peptide binding | Potency, µM (highest dose often 114 µM), for inactives: top-dose activity change, negative = inhibition, usual class: inhibitors | actives 0.56% (n = 390,000); further: potency means the concentration at half of the fitted maximal effect; nearly all actives have a fitted effect of over 70% in size; inactives centre near 23
# Target sequence (P83916 whole entry, looked up): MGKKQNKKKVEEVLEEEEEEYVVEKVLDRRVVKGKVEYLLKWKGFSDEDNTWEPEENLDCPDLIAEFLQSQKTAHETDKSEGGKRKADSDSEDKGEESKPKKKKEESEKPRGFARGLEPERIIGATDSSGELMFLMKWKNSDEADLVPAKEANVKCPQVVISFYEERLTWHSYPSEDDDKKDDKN
#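 AlphaScreen: HP1-beta (50 nM) preformed 30 min with biotin-H3(1-18)K9me3 peptide (50 nM) in PBS pH 7.4, 0.01% Tween-20. Compound added for 30 min at RT, then streptavidin donor/nickel chelate acceptor beads (10 ug/mL) for 30 min.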
# G9a inh: blocks human histone lysine methyltransferase G9a; Q96KQ7; G9a H3K9 monomethylation, AlphaScreen, 2 h; Potency, µM (highest dose often 102 µM), for inactives: at the top dose activity, negative = inhibition, hits mostly inhibitors; actives 8.8% (n = 350,000); AID 504332; further: potency means the concentration at half of the fitted maximal effect; on the % scale 0 is the no-effect control and ±100 the full control effect; nearly all actives have a fitted effect of over 75% in size
#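 Quantitative HTS format: methyltransferase activity on a biotin-tagged H3K9 peptide is measured by AlphaScreen, using a rabbit anti-monomethyl-H3K9 antibody with streptavidin donor and anti-IgG acceptor beads. Final levels are 20 nM enzyme, 500 nM peptide, 20 uM SAM; 2 h RT.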
# JMJD2A Tudor: blocks the human JMJD2A Tudor domain | O75164 | AlphaScreen JMJD2A-Tudor / H3K4me3 peptide binding | Potency, µM (top dose mostly 114 µM), for inactives: at the top dose activity change, negative = inhibition, hits mostly inhibitors | actives 4.4% (n = 390,000) | AID 504339; further: potency means the concentration at half of the fitted maximal effect; on the % scale 0 is the no-effect control and ±100 the full control effect; nearly all actives have a fitted effect of over 50% in size
# An asterisk follows results filed as active; i = inactive; ? = inconclusive; . = not tested or not shown; [ ] = remark or other dose. Unless noted, the call rests on the fitted dose curve; in most records, active means well fitted curve in the direction sought with a large enough effect; inconclusive means small, poorly fitted or top-dose-only effect, or another doubt; inactive means no such curve, though single readings can be large; an effect the other way counts as inactive or inconclusive.
SMILES,ERG Ets-DNA blk,GLS inhibitor,12-LOX inh,BAZ2B inh,RGS4 inh,PI4K2A block,HP1b chromo inh,G9a inh,JMJD2A Tudor
O=C(CCc1nnc2ccc(N3CCC4(CC3)OCCO4)nn12)Nc1cc(F)ccc1F,1%,-6%,-8%,-3%,13%,-1,39%,-5%[0.0925 µM],-13%
CCn1cc(CN2CCCC(C(=O)Nc3cccc(-n4cccn4)c3)C2)c(C)n1 (stereo not drawn),-4%,1%,0%,-14%,-2%,0,24%,23%,-9%
C[C@@]12C(=O)N(c3ccc(Br)cc3)C(=O)N1[C@@H]1c3ccccc3OC[C@@H]1[C@H]2c1ccccc1,-7%,-8%,8%,.,2%,-4,30%,.,-18%
COc1ccc(-n2c(=O)c3ccccc3n(Cc3ccc(F)cc3)c2=O)cc1OC,-1%,2%,-14%,6%,-6%[56.9 µM],2,51%[activator],1%[59 µM],-15%[57.1 µM]
CC(=O)Nc1cc(OC(C)=O)c2nonc2c1OC(C)=O,5%,9%,-22%,?,-53%,-53*,30%,?,-19%
O=C(N/N=C/c1cc2c(cc1Cl)OCO2)c1ccncc1,-16%,2%,?,-24%,-14%,1,22%,?,-10%
O=C(Nc1ccc(N2CCOCC2)cc1)Nc1ccc(Cl)c(Cl)c1,3%,16%,?,-10%,-24%,0,20%,7.1µM*,-32%
CCOC(=O)CNc1nc(Cl)nc(N2CCCCC2)n1,12%,1%,42%[activator],-1%,26%,-3,40%[activator],22%,-4%
CCCCNC(=O)CSc1nc(-c2ccc(OC)cc2)cc(C(F)(F)F)n1,4%,-1%,0%,3%[57.1 µM],16%,3,25%,-20%[59 µM],-5%
COc1ccc(/C=N/NC(=O)C(=O)N2CCN(c3ccccc3OC)CC2)cc1,-4%,14%,12%,11%,-13%,2,16%,?,-21%
CCOc1ccc(NC(=O)C(=O)N/N=C/c2cccnc2)cc1,5%,-3%,?,-11%,16%[11.4 µM],3,48%[activator],5%[12.7 µM],-10%[11.4 µM]
COC(=O)c1cnn2c(C(F)(F)F)cc(-c3ccc(F)cc3)nc12,0%,6%,-11%,-13%,-16%,-5,25%,?,5%
CC1CCCCN1CCNC(=O)CN1C(=O)CSc2ccc(S(=O)(=O)N3CCCCC3)cc21 (stereo not drawn),5%,1%,-6%,-35%,13%[11.4 µM],4,57%[activator],19%,-9%
Cn1c(Cn2c(=O)sc3ccccc32)nnc1SCC(=O)N1CCCCCC1,-4%,0%,402%[activator],3%,-25%,4,35%,9%[59 µM],-18%
COC(=O)C(CC(C)C)N(Cc1cc(OC)cc(OC)c1)S(=O)(=O)c1ccccc1Br (stereo not drawn),-5%,-2%,0%,.,-21%,-2,42%[activator],.,-3%
CC(C)(C)C1CCC2(CC1)C(C#N)=C(SCC(=O)NC1CCCCC1)NC(=O)C2C#N (stereo not drawn),.,4%,-13%,-26%,-7%,-3,21%,-4%[12.7 µM],-19%
FC(F)(F)c1cc(-c2ccc(Cl)cc2)nc(NCc2cccnc2)n1,1%,-2%,12%,12%,20%,7,40%[activator],34%[12.7 µM],7%
O=c1c(N2CCc3ccccc3C2)csc2ccc(F)cc12,0%,23%,?,-17%,-37%,-1,36%[activator][57 µM],?,-17%
CCOc1ccccc1NC(=O)c1ccc(F)c(S(=O)(=O)N2CCN(c3ccc(F)cc3)CC2)c1,-4%,9%,1%,3%,-17%,3,26%,-6%[59 µM],-6%
COCCOc1ccc(C(F)(F)F)cc1NC(=O)COC(=O)C12CC3CC(CC(O)(C3)C1)C2,-6%,-6%,60%[activator],-2%,-11%,7,38%[activator],52%[activator],7%
COc1ccc(NC(=O)CN2C(=O)CC(C)(C)S(=O)(=O)c3ccccc32)cc1,-4%,0%,127%[activator],-7%,-10%,-2,45%[activator],?,-11%
Cc1ccc(CNS(=O)(=O)c2ccc(Br)s2)cc1,1%,0%,-23%,34%,-15%,0,50%[activator],55%[activator],17%
CCNc1nc(NC(C)C)nc(N(C#N)CC(=O)OC)n1,6%,4%,10%,-13%,?,-4,28%,3%[59 µM],-11%[57.1 µM]
O=C1CCC([N+](=O)[O-])C(c2cccc3ccccc23)N1 (stereo not drawn),7%,5%,2%,-3%,13%,0,25%,22%,-6%
Cc1ccc(CNC(=O)CN2C(=O)C3(SCC(=O)N3c3ccc(F)c(F)c3)c3ccccc32)cc1 (stereo not drawn),-4%,-14%,-7%,4%[57.1 µM],-16%,5,-6%,-8%[59 µM],-27%

# (continued)
SMILES,ERG Ets-DNA blk,GLS inhibitor,12-LOX inh,BAZ2B inh,RGS4 inh,PI4K2A block,HP1b chromo inh,G9a inh,JMJD2A Tudor
O=C(NCc1ccc2c(c1)OCO2)c1ccc2c(c1)C(=O)N(CC1CCCO1)C2=O (stereo not drawn),-3%,8%,133%[activator],-1%,-14%,4,14%,13%[59 µM],-1%
Cc1oc(-c2ccccc2F)nc1CN1CCC(C(=O)NCc2cccs2)CC1,-1%,-6%,?,-8%,-35%,1,60%[activator],?,-13%
O=C(NCCN1CCOCC1)c1cccc(S(=O)(=O)Nc2ccc(Br)cc2)c1,-5%,-7%,?,3%,-5%,8,31%,12%[59 µM],-3%
CSc1ccccc1NC(=O)CN(C)CC(=O)Nc1ccc(N2CCOCC2)cc1,-4%,-7%,41%[activator],-21%,-10%,5,40%[activator],23%[59 µM],-2%
Cc1nn(CCCC(=O)N2CCc3ccccc3C2)c(=O)c2cc3sccc3n12,-3%,3%,-5%[57.4 µM],1%,-17%,-5,34%,79µM*,-10%
O=C(Nc1ccccc1)c1ccc2c(c1)OCCCO2,-2%,1%,1%,9%,13%,-53*,38%[activator],.,-14%
O=c1ccc2ccc(OCc3nnc(-c4ccccc4Br)o3)cc2o1,7%,2%,-3%,-2%,4%,1,45%[activator],12%[0.0925 µM],-1%
COc1ccc(CCC(=O)Nc2nnc(C(C)(C)C)s2)cc1,6%,3%,-3%,-19%,0%,-6,13%,-9%,-15%
CC(OC(=O)c1cc(=O)[nH]c2ccccc12)C(=O)Nc1ccc(Cl)cn1 (stereo not drawn),.,-7%,20%,1%,-37%,3,17%,-7%[59 µM],-14%
COc1c(C(C)C)cc(NC(C)=O)cc1C(C)C,3%,2%,0%,3%,-15%,6,20%,8%[59 µM],11%
Cc1ccc(OCC(=O)N(Cc2ccccc2)c2ccccn2)cc1,4%,-6%,0%,1%,-9%,-6,54%[activator],34%,1%
CCOc1ccc(-c2cn3c(n2)sc2cc(C(=O)NCCc4ccc(OC)c(OC)c4)ccc23)cc1,0%,-1%,?,0%,?,-3,43%[activator],2%[59 µM],4%
O=[N+]([O-])c1ccc(-c2ccc(/C=N/n3cnnc3)o2)c(Br)c1,3%,6%,-2%,?,?,-3,4%,50µM*,?
Oc1c(Br)cc(Br)cc1/C=N/n1c(-c2ccccc2)n[nH]c1=S,-4%,11%,?,?,?,-5,?,10%[0.501 µM],40µM*
O=C(COc1coc(CN2CCN(c3ccccc3F)CC2)cc1=O)Nc1ccccc1,8%,5%,-13%,-2%,6%,1,7%,3%[0.501 µM],-10%
CN(CC(=O)Nc1ccccc1C(F)(F)F)Cc1c(O)ccc2ccccc12,0%,?,7.1µM*,?,-16%,-1,-30%,7.9µM*,79µM*
CCN(CC)CCCNc1cc2n(c(=O)n1)CCc1cc(OC)c(OC)cc1-2,-4%,2%,i,2%,11%,-1,20%,-25%,-2%
Cn1c(CO)nc2c3ccccc3ccc21,-3%,-9%,i,.,14%,7,36%,.,0%
O=C(CCC(=O)N1CCN(c2cccc(Cl)c2)CC1)c1cccs1,13%,-8%,-23%,-24%,-13%,-5,42%,-30%,-15%
CN(Cc1cccs1)c1nc(-c2cccnc2)nc2ccccc12,4%,-3%,7%,-12%,-2%,-1,33%,8%,-15%
CN(c1nc2ccccc2nc1Cl)S(=O)(=O)c1ccccc1,-1%,-5%,-1%,10%,-26%,0,30%,0%,-9%
Cc1ccc(NC(=O)[C@@H]2CCCN2S(=O)(=O)c2ccccc2F)cc1S(=O)(=O)N1CCOCC1,-2%,2%,-5%,4%,-21%,-1,29%,-1%[59 µM],-12%[57.1 µM]
COC(=O)c1cccc(C(=O)N2CCCC(CCC(=O)N(C)CCc3ccccn3)C2)c1 (stereo not drawn),-3%,-2%,3%,16%,16%,0,59%[activator],.,-10%
COc1ccc(C(CC(=O)Nc2cc([N+](=O)[O-])ccc2OC)c2ccccc2)cc1 (stereo not drawn),-3%,-4%,-7%,-25%,7%,6,7%,16%[59 µM],-13%
Oc1ccc(N2CCN(c3ncnc4sc5c(c34)CCC5)CC2)cc1,-2%,41%[activator],?,?,-28%,5,-63%,-16%[2.33 µM],?
O=C(NCCCn1ccnc1)c1nn2c(C(F)(F)F)cc(-c3ccccc3)nc2c1Cl,-3%,13%,17%,-26%,7%,-1,16%,-7%,-32%

# Not all compounds are listed; the hit share may differ from the screen's.
